CHRM4 agonist: agonists of human muscarinic M4 receptor (CHRM4). P08173. hit rate 0.14% among 360,000. activation, % at 3 µM. CHO-K1 hM4/Gqi5, Fluo-8 calcium fluorescence; vehicle 0%, full acetylcholine response 100%;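 active = activation above the run mean over all test wells plus 3 SD, cut at about 32% in these data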;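 also: peak over basal fluorescence ratio per well then scaled between controls; 0% = DMSO wells and 100% = acetylcholine at EC100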
M1 PAM: potentiates human M1 receptor response to acetylcholine; CHO-K1 hM1, Fluo-8 calcium fluorescence, ACh EC20; 0% = ACh EC20, 100% = maximal ACh; activation, % at 3 µM; hit rate 0.088% among 360,000; AID 588819; in the data active = activation above about 19%, passing the limit was not always enough
Target sequence (P11229 whole entry, looked up): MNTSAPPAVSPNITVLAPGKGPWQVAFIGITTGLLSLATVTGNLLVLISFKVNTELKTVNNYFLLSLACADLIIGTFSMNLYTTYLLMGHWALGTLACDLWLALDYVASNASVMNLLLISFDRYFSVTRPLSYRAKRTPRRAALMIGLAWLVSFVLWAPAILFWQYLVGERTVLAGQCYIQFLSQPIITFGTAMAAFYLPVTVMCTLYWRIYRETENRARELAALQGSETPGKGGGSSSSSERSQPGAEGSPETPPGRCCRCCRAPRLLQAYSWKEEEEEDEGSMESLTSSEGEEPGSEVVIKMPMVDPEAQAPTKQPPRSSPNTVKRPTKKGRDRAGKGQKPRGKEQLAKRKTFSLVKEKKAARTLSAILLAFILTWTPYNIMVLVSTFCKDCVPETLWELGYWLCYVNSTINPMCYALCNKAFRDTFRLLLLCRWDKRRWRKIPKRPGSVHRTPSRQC
M5 PAM: CHRM5 positive allosteric modulation; CHO-K1 hM5, Fluo-8 calcium, ACh EC20 PAM; 0% = ACh EC20, 100% = ACh EC100; activation, % at 3 µM; hit rate 0.3% among 360,000;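 active = activation above the run cutoff, the mean activation of all test compounds plus 3 SD, cut at about 18% in these data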
Target sequence (P08912 whole entry, looked up): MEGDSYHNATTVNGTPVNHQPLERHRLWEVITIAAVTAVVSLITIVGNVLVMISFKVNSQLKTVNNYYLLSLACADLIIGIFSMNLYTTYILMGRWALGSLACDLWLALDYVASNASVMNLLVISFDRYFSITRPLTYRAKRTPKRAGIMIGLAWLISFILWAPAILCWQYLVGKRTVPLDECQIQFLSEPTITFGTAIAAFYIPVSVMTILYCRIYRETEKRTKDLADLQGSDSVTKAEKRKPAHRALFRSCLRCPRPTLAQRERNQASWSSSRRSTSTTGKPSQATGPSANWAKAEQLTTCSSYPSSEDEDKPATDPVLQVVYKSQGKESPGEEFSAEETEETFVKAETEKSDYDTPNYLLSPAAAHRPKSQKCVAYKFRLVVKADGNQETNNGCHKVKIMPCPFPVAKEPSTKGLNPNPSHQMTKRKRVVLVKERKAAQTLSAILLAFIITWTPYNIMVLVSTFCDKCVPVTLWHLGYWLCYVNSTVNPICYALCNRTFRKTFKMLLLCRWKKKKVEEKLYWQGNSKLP
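System: CHO-K1 hM5 cells. Reagent: acetylcholine, EC20 level. Compound dosing: single dose, 3 µM nominal final test concentration. Timing: Post-acetylcholine fluorescence recording 140 s. Detection: Fluo-8 calcium fluorescence. Read-out: % activation, ACh-normalized. Benchmarks: ACh EC20 and EC100 wells. Repeats: singlicate, one well per test compound.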
CHRM4 antagonist: antagonists of human muscarinic M4 receptor (CHRM4). P08173. inhibition, % at 3 µM. CHO-hM4 cells, ACh EC80, Fluo-8 calcium fluorescence. hit rate 0.73% among 360,000;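 active = inhibition above its plate's cutoff, the mean inhibition of sample wells plus 3 SD, cut at about 27% in these data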;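 also: 0% = acetylcholine EC80 with DMSO and 100% = DMSO without agonist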
M1 antag: antagonists of human M1 muscarinic receptor | CHO-K1 hM1, Fluo-8 calcium fluorescence, ACh EC80 antagonist | inhibition, % at 3 µM | hit rate 1.3% among 360,000 | AID 588852;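 active = percent inhibition above its own plate's cutoff, namely the mean of that plate's compound wells plus 3 SD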;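 also: peak over basal fluorescence ratio during 140 s after agonist addition; 0% = ACh EC80 plus DMSO and 100% = DMSO alone without agonist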
M4 PAM: positive allosteric modulators of human muscarinic M4 receptor | CHO-K1 hM4/Gqi5, Fluo-8 calcium fluorescence, ACh EC20; 0% = ACh EC20, 100% = maximal ACh | activation, % at 3 µM | hit rate 0.4% among 360,000;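 active = activation above its plate's cutoff, the mean activation of sample wells plus 3 SD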; also: some results filed as inactive read as strong as hits
CHRM5 antagonist: blocks acetylcholine activation of human M5 receptor; CHO-hM5 cells, Fluo-8 calcium fluorescence, ACh EC80; inhibition, % at 3 µM; hit rate 0.59% among 360,000; AID 624040;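 active = inhibition above a per-plate cutoff, the mean of that plate's test compounds plus 3 SD, cut at about 27% in these data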;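 also: 0% = acetylcholine EC80 with DMSO and 100% = DMSO without agonist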
CHRM5 agonist: CHRM5 agonism in calcium assay. P08912. CHO-K1 hM5 cells, Fluo-8 calcium fluorescence; 0% DMSO wells, 100% maximal acetylcholine response. activation, % at 3 µM. hit rate 0.19% among 360,000;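 active = activation above the run's mean over test compounds plus 3 SD, cut at about 23% in these data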;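 also: signal is peak over basal fluorescence ratio across the kinetic read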
CRFR2-BP ag: agonists of human CRF-binding protein/CRF-R2 receptor complex; HEK293 CRF-R2/CRF-BP, calcium dye fluorescence (FLIPR); percent of saturating CRF peptide response; activation, % at 13.2 µM; hit rate 0.46% among 350,000; AID 588473;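 active = activation of at least 50%, plus an integration ratio under a set limit after plate pattern correction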;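 also: plate controls were neutral control wells without compound for no effect and CRF at EC100 for full effect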
Starred values were filed as active, the others as inactive; x = not tested or not shown.

1) c1ccc(COC2CCCN(Cc3nc(Cc4ccccc4)no3)C2)cc1 (stereo unspecified)
2) CC1CCN(CCc2nc3cc(NC(=O)C(C)C)ccc3n2C)CC1
3) COC(=O)C1=C(C)NC(C)=C(C(=O)OC)C1c1ccc(-c2cc(Cl)ccc2Cl)o1
4) Cn1cc(CNC(=O)CC2C(=O)NCCN2CC(C)(C)C)cn1 (stereo unspecified)
5) CCOP(=O)(OCC)C(Nc1ccccn1)c1ccc(F)cc1 (stereo unspecified)
6) COc1ccc(NC(C)(C)c2nnnn2-c2c(C)cccc2C)cc1
7) CC1CCN(CC(O)COC2CCC(C(C)(C)C)CC2)CC1 (stereo unspecified)
8) O=C(Nc1ncn[nH]1)c1cccc(S(=O)(=O)N2CCOCC2)c1
assay / entry,1,2,3,4,5,6,7,8
CHRM4 agonist,2,0,0,3,0,2,4,1
M1 PAM,15,-32,3,15,1,12,-9,1
M5 PAM,4,-17,-2,-4,-2,6,8,1
CHRM4 antagonist,-10,58*,-12,-5,5,-9,-16,-3
M1 antag,-11,88*,-4,4,0,-12,-24,-1
M4 PAM,-1,-16,-3,16,-5,-6,0,2
CHRM5 antagonist,-3,69*,-3,-1,4,2,4,1
CHRM5 agonist,-6,-7,-4,-2,-2,13,-9,-2
CRFR2-BP ag,-1.4,0.2,-0.4,0.3,0.8,1.0,-0.7,-3.0

9) Cc1ccc(-n2ncc3c(=O)[nH]c(SCC(=O)NCC4CCCO4)nc32)cc1 (stereo unspecified)
10) Cc1nnc(NC(=O)CSc2nnc(CC(=O)Nc3ccccc3F)n2C)s1
11) Cc1ccc(S(=O)(=O)N(C)c2ccccc2C(=O)N2CCCC2)cc1
12) O=C(COC(=O)c1n[nH]c2ccccc12)Nc1ccccc1Br
13) O=C(CCCOc1ccc(Cl)cc1Cl)NCc1ccccn1
14) COc1ccccc1C(=O)Nc1ccc(S(=O)(=O)N2CCCCC2c2cccnc2)cc1 (stereo unspecified)
15) CCOC(=O)N1CCN(S(=O)(=O)CCNC(=O)c2cccc(OC)c2)CC1
16) CCOC(=O)c1ccc(NC(=O)c2ccnn2C)cc1
assay / entry,9,10,11,12,13,14,15,16
CHRM4 agonist,1,1,1,8,1,12,1,0
M1 PAM,-1,14,-1,5,10,1,18,13
M5 PAM,1,4,-2,-5,-1,-4,4,3
CHRM4 antagonist,2,12,6,-9,-11,6,-18,-5
M1 antag,3,-12,13,-16,-13,-4,-19,-12
M4 PAM,0,4,-3,6,18,-17,14,0
CHRM5 antagonist,2,6,8,-2,3,0,-1,-2
CHRM5 agonist,2,0,-9,3,-3,-6,1,3
CRFR2-BP ag,2.4,-0.7,-1.7,-0.1,-0.4,-0.6,5.2,2.2

17) Cn1c(=O)c2cc(NC(=O)NCCc3cccs3)ccc2n1C/C=C/c1ccccc1
18) N#Cc1ccc(OCc2c(-c3ccccc3)nnn2CC(=O)O)cc1
19) COC(=O)[C@@H](NCc1ccc(B(O)O)cc1)C(C)C
20) O=C1NC[C@H](CCCCN2CCN(Cc3ccccc3)C(=O)C2=O)N(CCc2ccccc2)C1=O
21) CC1CC(=S)Nc2ccccc2N1Cc1ccccc1 (stereo unspecified)
22) C/C(=N\NC(=O)c1ccncc1)C12CC3CC(CC(C3)C1)C2
23) CCCCN1C(=O)c2ccc(C(=O)NCCN3C(=O)S/C(=C\c4cccnc4)C3=O)cc2C1=O
24) COC(=O)c1ccccc1NS(=O)(=O)c1ccc(NC(C)=O)cc1
assay / entry,17,18,19,20,21,22,23,24
CHRM4 agonist,10,0,1,0,0,1,8,6
M1 PAM,-6,12,8,x,-6,9,12,11
M5 PAM,-9,1,2,-3,-8,-1,-2,-7
CHRM4 antagonist,7,-7,3,-3,3,-2,-4,-12
M1 antag,5,-21,-14,x,0,-12,-8,-8
M4 PAM,-12,4,-1,-5,2,-1,-1,-2
CHRM5 antagonist,12,2,1,1,7,-2,-2,8
CHRM5 agonist,1,0,2,1,-6,-1,2,4
CRFR2-BP ag,x,x,0.5,x,-1.5,-0.8,-2.9,3.6

Results in M1 antag, CRFR2-BP ag and CHRM5 antagonist, for two of the compounds above:
| nr | Compound | M1 antag | CRFR2-BP ag | CHRM5 antagonist |
| --- | --- | --- | --- | --- |
| 24 | COC(=O)c1ccccc1NS(=O)(=O)c1ccc(NC(C)=O)cc1 | -8 | 3.6 | 8 |
| 19 | COC(=O)[C@@H](NCc1ccc(B(O)O)cc1)C(C)C | -14 | 0.5 | 1 |

(next part)
25) Cc1oc(-c2ccc(Cl)cc2)nc1CN1CCC(C(=O)N2CCc3ccccc3C2)CC1
26) CCCCN1C(=O)/C(=C/C=C2\Oc3ccccc3N2CC)SC1=S
27) COc1ccccc1-c1cccc([C@@H]2C[C@H]3[C@H](CON3C)CN2C(=O)CCc2ccccc2)c1
28) O=C(Nc1ccc(Cl)cc1)N[C@@H]1c2c(ccc3ccccc23)OC[C@@H]1CO
29) COc1ccc2c(c1)/C(=N/OC(=O)c1cccs1)CCC2
30) NS(=O)(=O)c1ccc(CCNC(=O)COC(=O)/C=C/c2ccc(OC(F)F)cc2)cc1
31) O[C@@H]([C@H](O)[C@H](O)CBr)[C@H](O)CBr
32) COc1ccc(NC(=O)CN2CCCCC2)c([N+](=O)[O-])c1
assay / entry,25,26,27,28,29,30,31,32
CHRM4 agonist,9,20,9,26,-1,1,1,-1
M1 PAM,9,-8,1,-6,2,-4,4,-10
M5 PAM,-5,-8,-1,-13,2,-8,2,-10
CHRM4 antagonist,-16,22,-6,4,-14,6,9,2
M1 antag,4,43*,-6,5,-5,14,-29,-11
M4 PAM,-10,-10,0,-9,0,-2,-5,-6
CHRM5 antagonist,6,25,-3,16,-1,17,-5,3
CHRM5 agonist,-1,48*,1,7,-3,-1,1,0
CRFR2-BP ag,0.2,287*,-0.1,2.8,-0.2,-0.8,2.4,-0.5

33) N#Cc1c(C(F)(F)F)cc(-c2cccs2)nc1N1CCCCC1
34) CCN(c1ccccc1C(=O)O)S(=O)(=O)c1ccc2[nH]c(=O)[nH]c2c1
35) CCC(CC)C(=O)Nc1cc(C(=O)OC)ccc1C(=O)OC
36) CC1(C)CC(=O)C2=C(C1)OC(N)=C(C#N)C2c1ccoc1 (stereo unspecified)
37) Cc1ccccc1N1CCN(C2CCCN(C(=O)CCN3CCCO3)C2)CC1 (stereo unspecified)
38) COC(=O)C1=C(N)OC2=C(C(=O)CC(C)(C)C2)C1c1cc2c(cc1Cl)OCO2 (stereo unspecified)
39) COc1ccc2c(c1)CCCC21NC(=O)N(CC(N)=O)C1=O (stereo unspecified)
40) COC(=O)c1cc(S(=O)(=O)NCC2CCN(CCc3cccs3)CC2)cn1C
assay / entry,33,34,35,36,37,38,39,40
CHRM4 agonist,1,15,0,0,1,0,-1,1
M1 PAM,9,-6,-2,3,2,6,-5,10
M5 PAM,2,-9,-2,5,-2,-5,-1,-1
CHRM4 antagonist,2,12,-1,1,-3,8,0,9
M1 antag,-13,9,1,-3,-14,-10,10,-2
M4 PAM,-3,-7,-1,-3,-6,-5,2,-11
CHRM5 antagonist,5,13,9,6,-12,12,9,5
CHRM5 agonist,0,0,0,-2,-6,0,1,-10
CRFR2-BP ag,4.9,-0.8,0.0,1.1,2.5,1.2,-2.3,2.7

41) CN1CCN(c2ccc(CNC(=O)c3cccc4c(-c5ccc(F)c(F)c5)coc34)cc2)CC1
42) COc1cccc(NC(=O)CSc2nnc(-c3ccc(C)cc3)o2)c1
43) O=C(NC1CCN(C(=O)NCc2ccccc2)CC1)c1ccccc1
44) CC1(C(=O)NS(=O)(=O)c2cccc(OC(F)F)c2)CCN1C(=O)CCc1cccs1 (stereo unspecified)
45) Cn1c(SCc2ccc(C#N)cc2Cl)nc2ccccc21
46) COc1ccc(C(C)=O)cc1COC(=O)c1c(C)noc1C
47) COC(=O)c1ccc(-c2noc(CN(C)CC3CCCCO3)n2)cc1 (stereo unspecified)
48) CN(C)c1nc(N(C)C)n(Cc2c(Cl)cccc2Cl)n1
assay / entry,41,42,43,44,45,46,47,48
CHRM4 agonist,9,2,0,1,6,1,1,1
M1 PAM,1,-4,7,11,-2,8,9,10
M5 PAM,-3,-8,-4,0,0,8,1,-3
CHRM4 antagonist,-7,-5,8,-8,3,-5,0,6
M1 antag,-8,-3,-6,-19,2,-13,-11,-9
M4 PAM,-2,1,-1,4,-2,7,9,1
CHRM5 antagonist,3,5,8,-2,5,-1,-3,-4
CHRM5 agonist,0,1,-1,1,-3,-11,3,-5
CRFR2-BP ag,x,-1.2,-1.7,x,-2.1,-1.3,-1.5,-0.6

Marked active in M1 antag, among the entries above:
item	Molecule	CHRM4 agonist	M1 PAM	CHRM4 antagonist	M1 antag	M4 PAM	CHRM5 antagonist	CHRM5 agonist	CRFR2-BP ag
2	CC1CCN(CCc2nc3cc(NC(=O)C(C)C)ccc3n2C)CC1	0	-32	58*	88*	-16	69*	-7	0.2
26	CCCCN1C(=O)/C(=C/C=C2\Oc3ccccc3N2CC)SC1=S	20	-8	22	43*	-10	25	48*	287*

Following part:
49) CCOc1ccc(S(=O)(=O)NC(Cc2c[nH]c3ccccc23)C(=O)O)cc1 (stereo unspecified)
50) COc1ccc(C#CC2=CC(=O)CC(C)(C)C2)cc1
51) COc1ccccc1N1CCN(C(=O)c2cc(C)oc2C)CC1
52) COc1ccc(N2CCN(C(=O)c3cc(N4C(=O)C5C6CCC(C6)C5C4=O)ccc3Cl)CC2)cc1 (stereo unspecified)
53) CCC(CC)c1nc2cc(OC)c(OC)cc2c(=O)o1
54) COc1ccccc1Cn1c(=O)c2ccccc2n2c(SCC(=O)N3CCCCC3)nnc12
55) COc1ccc(C2SCCN2C(=S)Nc2ccc(Cl)cc2)cc1 (stereo unspecified)
56) CCCc1cc(=O)[nH]c(SCCc2ccccc2)n1
assay / entry,49,50,51,52,53,54,55,56
CHRM4 agonist,0,1,3,10,0,0,2,-2
M1 PAM,-2,1,-1,-8,-4,9,-3,11
M5 PAM,-1,2,0,-9,0,0,-1,-4
CHRM4 antagonist,5,-28,-13,-1,6,8,-9,4
M1 antag,-1,-2,16,5,-6,-7,6,-13
M4 PAM,1,10,-3,-3,-2,-2,11,-1
CHRM5 antagonist,11,-2,10,3,-1,1,0,11
CHRM5 agonist,0,1,2,4,-2,-1,3,0
CRFR2-BP ag,-2.8,6.0,3.0,0.1,0.6,-1.7,16,0.3

57) Cc1ccc(CNC(=O)CCC(=O)Nc2nnc(C)s2)cc1
58) O=C(CSc1cn(CCNC(=O)c2ccccc2)c2ccccc12)NCC1CCCO1 (stereo unspecified)
59) CCOC(=O)C1CCN(C(=O)c2cc3c(s2)-c2ccccc2OC3)CC1
60) c1ccc(CCc2nn3c(Cn4cnc5ccccc54)nnc3s2)cc1
assay / entry,57,58,59,60
CHRM4 agonist,1,8,4,9
M1 PAM,15,0,1,-3
M5 PAM,1,-9,-1,-11
CHRM4 antagonist,10,-7,-1,-7
M1 antag,-15,6,-11,-5
M4 PAM,1,-2,-5,1
CHRM5 antagonist,-2,13,-5,5
CHRM5 agonist,-2,-1,-1,6
CRFR2-BP ag,-0.9,-0.5,-2.1,-0.5

Excerpt: entries 56–57
56) CCCc1cc(=O)[nH]c(SCCc2ccccc2)n1
57) Cc1ccc(CNC(=O)CCC(=O)Nc2nnc(C)s2)cc1
assay / entry,56,57
CHRM4 agonist,-2,1
M1 PAM,11,15
M5 PAM,-4,1
CHRM4 antagonist,4,10
M1 antag,-13,-15
M4 PAM,-1,1
CHRM5 antagonist,11,-2
CHRM5 agonist,0,-2
CRFR2-BP ag,0.3,-0.9

High-throughput results (PubChem)
